# Compound activity: PubChem BioAssay, several laboratories
# PKA-R2B act: PKA-R2B complex activation; PKA-R2B holoenzyme dissociation, Cy5-IP20 fluorescence polarization; R2B truncated from residue 108, S112A mutant; 0% DMSO only, 100% 113 µM cGMP; AID 504700; P22694+P31323; 340,000 tested, 0.079% active; activation, % at 11.4 µM;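 active means activation above a cutoff set at the mean over all compounds plus 3 SD, cut at about 18% in these data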;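 further: higher means more holoenzyme dissociation and a rise in polarization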
# Target sequence (P31323 whole entry, looked up, other chains not shown, the tested form may be a part): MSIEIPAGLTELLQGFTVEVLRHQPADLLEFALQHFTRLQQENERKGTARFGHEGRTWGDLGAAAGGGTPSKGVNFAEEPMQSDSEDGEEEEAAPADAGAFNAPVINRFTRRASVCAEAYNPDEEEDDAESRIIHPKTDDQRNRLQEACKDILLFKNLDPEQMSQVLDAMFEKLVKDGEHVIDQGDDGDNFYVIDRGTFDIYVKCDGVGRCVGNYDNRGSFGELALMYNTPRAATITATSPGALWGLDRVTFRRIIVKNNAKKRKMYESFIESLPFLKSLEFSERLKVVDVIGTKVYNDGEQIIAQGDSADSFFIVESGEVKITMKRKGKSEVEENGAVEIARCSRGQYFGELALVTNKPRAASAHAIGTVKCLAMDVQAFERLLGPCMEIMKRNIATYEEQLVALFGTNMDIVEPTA
# Mot1-301 SUMO: inhibitors of SUMOylation pathway: yeast Mot1-301 growth rescue | S. cerevisiae Mot1-301 growth rescue, ATP luminescence, 38.5C; percent above DMSO median, 100 means doubled | growth rescue, % at 18.8 µM | 320,000 tested, 1% active | AID 2716;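 active means every valid replicate shows activation above 250% relative to neutral control wells; inactive means the rest, any valid replicate at or below 250%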;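 further: OY570 slx delta 5 strain wells were the positive control but not used for scaling; some compounds called inactive have numbers as strong as hits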
# DAGLB inhibitor: diacylglycerol lipase beta (human) inhibition. 340,000 tested, 0.059% active. AID 504411. Q8NCG7. HEK293T DAGLB membrane lysate, EnzChek fluorogenic substrate. inhibition, % at 5.17 µM; in the data active means inhibition above about 34%;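 further: 0% = enzyme with vehicle and 100% = wells lacking enzyme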
# CDK5 inh: CDK5/p35 (human) kinase inhibition | inhibition, % at 10 µM | Recombinant CDK5/p35, ADP-Glo luminescence, 60 min | Q00535+Q15078 | AID 488839 | 330,000 tested, 0.01% active;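 active means highest replicate inhibition of at least 50% and at least 75% of replicates reaching 50%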;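 further: plate controls were DMSO neutral control for no effect and GW8510 at 10 µM for full effect; many of its hits are not listed in these tables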
# HTR5A inv ag: counter-screen for OPRM1-OPRD1 inverse agonists: human HTR5A inverse agonism; HTR5A cell line, luminescence; inhibition, % at 9.3 µM; AID 504634; 340,000 tested, 0.083% active; in the data active means inhibition mostly above about 23%, no sharp cut-off; inactive means mostly below about 18%;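 further: 0% = cells with DMSO and 100% = no-cell wells with DMSO; some compounds called inactive have numbers as strong as hits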
# Target sequence (P47898 whole entry, looked up): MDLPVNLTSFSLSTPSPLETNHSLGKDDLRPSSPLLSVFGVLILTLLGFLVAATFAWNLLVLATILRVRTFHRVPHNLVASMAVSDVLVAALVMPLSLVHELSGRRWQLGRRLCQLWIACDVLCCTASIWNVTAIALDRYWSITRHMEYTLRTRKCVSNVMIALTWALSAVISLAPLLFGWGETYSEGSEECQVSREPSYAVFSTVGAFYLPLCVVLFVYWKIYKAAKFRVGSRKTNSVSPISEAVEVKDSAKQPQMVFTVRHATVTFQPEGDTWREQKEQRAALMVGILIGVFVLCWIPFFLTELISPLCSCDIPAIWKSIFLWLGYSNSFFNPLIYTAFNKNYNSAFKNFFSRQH
# AddAB inh: less growth of phage-infected E. coli with AddAB; AID 435030; 330,000 tested, 0.29% active; E. coli expressing H. pylori AddAB, absorbance growth; inhibition, % at 11.9 µM; in the data active means inhibition above about 12%;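 further: 0% = vehicle wells of infected cells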
# Ecoli viability: bacterial growth inhibition, counter-screen for AddAB inhibitors | E. coli V3065 growth, OD600 absorbance, 18 h | inhibition, % at 11.9 µM | 330,000 tested, 0.27% active;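 active means inhibition above the campaign's mean inhibition across all tested compounds plus 3 SD, cut at about 9.9% in these data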;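 further: uninfected addAB+ strain grown without phage in ampicillin broth; 0% = DMSO wells and 100% = ciprofloxacin 0.95 µg/ml wells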
# PKA-R1A activ: PKA-R1A complex activation | activation, % at 11.4 µM | 340,000 tested, 0.083% active | PKA-R1A dissociation, Cy5-IP20 fluorescence polarization; scaled: DMSO 0%, 113 µM cGMP 100% | AID 504707;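 active means percent activation above the mean of all tested compounds plus 3 SD, cut at about 19% in these data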;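 further: higher means more PKAc released from R1A so a rise in polarization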
# HTR5A ag: activates human HTR5A in OPRM1-OPRD1 agonist counter-screen; 340,000 tested, 0.61% active; activation, % at 9.3 µM; P47898; HTR5A agonist assay, luminescence, cell-based; in the data active means activation mostly above about 9.5%, no sharp cut-off; inactive means mostly below about 7.6%;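 further: 0% = cells with vehicle only and 100% = reference agonist; strong numbers were not always called active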
# Tat export inh: inhibitors of E. coli Tat protein transport; E. coli MC4100 TorA-mCherry Tat export, fluorescence; inhibition, % at 10 µM; 340,000 tested, 0.036% active;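 active means mean replicate inhibition at least 50% and at least half of replicates individually reaching 50%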;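 further: exported cargo escapes ClpAP degradation while cytoplasmic cargo is degraded and loses fluorescence; 0% = median of neutral control wells and 100% = median of NaSCN control wells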
# phage Ecoli inh: E. coli growth loss with phage present; growth absorbance; inhibition, % at 11.9 µM; 360,000 tested, 0.26% active; AID 651602; in the data active means inhibition above about 11%
# The depositor's hits bear a star; / = no result given.
SMILES,PKA-R2B act,Mot1-301 SUMO,DAGLB inhibitor,CDK5 inh,HTR5A inv ag,AddAB inh,Ecoli viability,PKA-R1A activ,HTR5A ag,Tat export inh,phage Ecoli inh
COCCNC(=O)C1=C(N)C(C(=O)Nc2ccc(C)c(S(=O)(=O)N3CCCCC3)c2)SC1=Nc1ccc(C)cc1C (stereo unspecified),-6,9,-8,-1.1,-31,1.6,-2.7,-16,0,0,/
CCOC(=O)c1c(C)n(CCNC(C)=O)c2ccc(OC)cc12,7,0,-1,0.7,-10,-0.5,-3.2,7,-5,-7,2.0
COc1ccc(NC2=CC(c3ccc(F)cc3)N(c3ccc(OC)cc3)C2=O)cc1 (stereo unspecified),8,-11,8,-1.1,4,3.4,-0.3,1,-2,-1,0.2
COc1ccc(C(=O)N2CCN(C(=O)C3COc4ccccc4O3)CC2)cc1 (stereo unspecified),-3,-9,-3,/,-12,1.2,-1.1,-10,-4,-5,1.7
CCN(C(=O)COC(=O)CCS(=O)(=O)c1ccccc1)c1c(N)n(Cc2ccccc2)c(=O)[nH]c1=O,-4,/,-1,-1.8,1,/,/,0,1,0,2.6
CCC1CCC(C(=O)NNC(=O)c2cc(-c3ccco3)[nH]n2)CC1 (stereo unspecified),-3,239,2,0.6,2,0.4,-0.2,2,-1,-12,-1.1
CCN(CC(=O)Nc1ccc(N2CCOCC2)cc1)C(=O)c1ccc(C#N)cc1,4,-3,3,-0.3,-2,1.9,0.9,3,1,3,2.6
Nc1nc(C(F)(F)F)c(Br)c(=O)n1N,-10,-13,-1,-1.3,-4,3.1,3.2,-1,1,-14,4.3
O=C(/C=C/c1ccccc1[N+](=O)[O-])OCC(=O)N1CCCC1,2,-2,0,-2.4,0,-1.1,-2.1,6,0,0,1.2
CS(=O)(=O)NCCn1ccc2ccccc21,-5,-6,1,3.5,2,-0.7,-1.8,2,6,8,2.0
CC[C@]12C(=O)N(C)C[C@H]([C@@H]3C(=O)N(C)C(=O)[C@@H]31)N2C(=O)c1ccccc1,-8,/,-1,2.3,-13,/,/,-10,8,-5,3.4
COc1ccc(N2CC(C(=O)Nc3nnc(SCC(=O)N4CCCC4)s3)CC2=O)cc1 (stereo unspecified),-3,-8,1,0.9,9,6.5,0.5,-2,-2,24,-3.6
COc1ccc(/C=C(\NC(=O)c2ccco2)C(=O)NC(Cc2ccccc2)C(=O)O)cc1 (stereo unspecified),7,-26,1,-2.4,-8,3.4,3.6,-2,6,2,3.2
Cc1cnc(C(=O)Oc2cccc(Cl)c2Cl)cn1,-5,-3,-6,0.9,-12,0.3,-0.1,16,3,-3,0.9
CC1(N2CCCCC2)CC2(O)C(=[N+]1[O-])CCC/C2=N\O (stereo unspecified),-10,5,-1,-0.3,-32,2.0,0.5,-8,3,-8,2.1
Cc1ccc(C(=O)NCCc2nnc3ccc(N4CCCC4)nn23)cc1,-2,9,-2,-5.7,-1,1.9,-0.3,0,-1,3,1.5
N=C1C2=C3Sc4ccccc4N3CCCC2=NN1c1cccc(S(=O)(=O)O)c1,11,23,4,-1.2,-15,-2.2,-2.7,3,2,-6,-0.3
COc1cc2cc(CCCOC(=O)c3cc(OC)c(OC)c(OC)c3)oc(=O)c2cc1OC,15,-2,-1,0.1,-15,-1.2,0.7,-2,-1,-1,3.0
O=C(NNc1cc(Cl)ccc1Cl)c1cccs1,/,31,/,0.6,/,4.5,1.0,/,/,-9,54*
C=CCNC(=O)COC(=O)/C=C/c1cccs1,-7,13,2,0.2,3,3.4,-2.8,-11,-1,-4,3.1
CCCOc1ccc(-c2csc(NC(=O)CN3C(=O)CCC3=O)n2)cc1,0,-7,2,-0.2,-3,0.9,-2.4,2,0,-7,4.8
O=C(CSc1ccc(-c2cccnc2)nn1)Nc1ccc(F)cc1F,-5,-10,0,-2.0,2,-1.5,0.4,-6,-1,6,2.8
Cc1onc(-c2ccccc2)c1C(=O)Nc1ccc(OC(C)C)cc1,-10,7,-3,-0.2,-18,2.2,-0.3,-3,6,-2,2.9
COc1ccc(-c2nnc3ccc(SCC(=O)Nc4nc5ccccc5s4)nn23)cc1OC,-1,10,0,-1.5,13,2.7,-1.2,-7,-4,1,0.0
CC1CC(C)CN(c2oc(-c3ccccc3F)nc2C#N)C1 (stereo unspecified),-1,-26,-20,1.9,-2,1.6,-0.7,8,1,5,0.6
C=CC[C@@H](Cc1ccc(F)cc1)C(=O)OC[C@H]1CCCN1C(=O)[C@H](CC=C)CC(=O)NCCO,-1,0,0,-1.4,-14,2.4,-1.3,3,2,4,-0.8
Cc1ccc(Oc2ccc3c(c2)C(=O)N(c2ccc(S(=O)(=O)Nc4nccs4)cc2)C3=O)cc1,5,7,6,-0.7,-12,6.5,2.1,-5,6,-6,0.4
COc1cccc(NC(=O)/C=C/c2ccco2)c1,-8,46,0,1.3,4,0.0,-1.6,1,-2,-8,2.1
O=c1c2ccccc2c(-c2cccc(C(F)(F)F)c2)nn1-c1ccccc1,1,-4,-9,2.5,-10,-0.9,1.6,-1,4,-6,3.7
CC1CCCC(C)N1Cc1cn2ccccc2n1 (stereo unspecified),-5,13,1,0.3,18,-0.1,0.9,3,4,-9,0.2
CCN(CC(=O)NCc1ccc(Cl)cc1)S(=O)(=O)c1ccc(F)cc1,4,21,-4,-1.2,-9,1.1,0.9,1,2,2,1.3
CC(C)N(CCCNC(=O)C1CCC(CNS(=O)(=O)c2ccccc2)CC1)Cc1ccccc1 (stereo unspecified),8,0,-3,-0.5,-14,0.5,-1.6,-1,1,7,-2.8
CCn1c(C)nnc1SCC(=O)Nc1ccc(Cl)cc1,-4,-5,-2,2.0,-7,/,/,-4,2,1,2.7
CCCCCC1CC(=O)NC1(C(=O)OCC)C(=O)OCC (stereo unspecified),6,/,-2,1.1,3,/,/,0,-1,-1,2.4
Cc1ccc2cc(C#N)c(NCc3ccco3)nc2c1,-6,-3,0,0.3,-9,0.2,-0.1,-1,-1,-2,4.1
CC(C)(C)OC(=O)N1CCCC(C(=O)Nc2cccc(C(=O)N3CCCCC3)c2)C1 (stereo unspecified),-3,/,4,-0.8,12,/,/,-8,-3,-2,-1.0
Cc1cc(NC(=O)C2CCCN(S(=O)(=O)c3c(C)noc3C)C2)no1 (stereo unspecified),-8,16,0,0.2,0,1.0,0.8,0,0,-14,2.5
Cc1cc(C)c(C#N)c(SCC(=O)NC(C)(C)C)n1,-2,10,2,-0.7,13,1.2,-1.6,-5,-5,-4,1.9
C=CC[C@H](CC(=O)NCCO)C(=O)NC[C@@H](OC(=O)[C@@H](CC=C)Cc1ccc(F)cc1)c1ccccc1,-6,4,-2,0.5,-12,-0.8,0.8,-8,-3,7,2.0
OC(Cc1cccnc1)(Cc1cccnc1)c1cc2ccccc2[nH]1,10,-3,-4,-0.2,-14,2.5,-2.7,-11,6,-1,2.3
COc1ccc(OC)c2c1CCC2=O,2,-8,1,1.6,-13,0.2,1.5,-7,5,-10,2.4
Cc1ccccc1OCC(=O)N/N=C/c1cc2ccccc2nc1Cl,4,28,-4,2.4,-14,0.6,-1.2,4,3,-1,2.5
Cc1occc1C(=O)N/N=C/C(Br)=C\c1ccccc1,-6,-30,-1,-0.3,-3,4.5,0.7,-2,-1,1,1.8
O=C(Nc1ccccc1)Nc1ccno1,-6,-16,-5,1.7,-4,2.2,0.0,-12,-2,17,6.7
COc1cc(CNC(C)c2ccccc2)c(Br)cc1OCC(N)=O (stereo unspecified),0,20,0,-0.9,23,1.7,-1.2,6,-1,3,2.1
CCn1c(=O)cc(OCC(=O)Nc2ccccc2N2CCN(C)CC2)c2ccccc21,-6,101,4,0.3,21,1.6,-0.3,-1,-7,-8,2.7
Cc1ccc(C(=O)Nc2sc3c(c2C(=O)NCc2ccco2)CCCC3)cc1,2,-5,-8,0.1,15,0.2,2.7,8,-1,-8,1.3
O=c1c2ccccc2[nH]c(=S)n1CCN1CCN(Cc2ccccc2)CC1,2,20,-1,0.0,-3,2.0,-0.5,-2,-2,-5,1.6
O=C(CCCCC(=O)NN=Cc1ccccc1O)NN=Cc1ccccc1O,-15,/,2,1.9,-3,/,/,-10,1,2,-3.6
Cc1cc(C)n(CC2CC(=O)N(c3cc(Cl)cc(Cl)c3)C2=O)n1 (stereo unspecified),3,8,-1,0.3,14,3.0,1.3,-3,3,-14,4.6
# Later entries:
SMILES,PKA-R2B act,Mot1-301 SUMO,DAGLB inhibitor,CDK5 inh,HTR5A inv ag,AddAB inh,Ecoli viability,PKA-R1A activ,HTR5A ag,Tat export inh,phage Ecoli inh
CCC(C)c1ccc(NC(=S)N2CCCC2)cc1 (stereo unspecified),-7,17,-2,-1.2,-4,/,/,-7,1,-7,-2.3
CC(=O)C1=CN(CC2CCCCC2)CCC1=O,4,/,-2,0.8,-2,/,/,10,0,-13,-1.4
COc1ccc(C(=O)C(CN2CCOCC2)c2ccccc2)cc1F (stereo unspecified),-7,/,12,0.8,-28,/,/,2,-6,2,1.7
COc1cc(C(=O)NCC(c2ccco2)N2CCCC2)ccc1OCc1c(C)noc1C (stereo unspecified),2,-17,1,-0.9,-13,1.4,2.0,2,5,-4,2.5
O=C(COc1ccccc1)NCC1CCCO1 (stereo unspecified),1,12,-2,-0.6,-19,0.6,-0.2,-7,-2,-3,3.1
CC(C)n1c(COc2ccccc2)nc2ccccc21,-7,-11,-3,-4.4,-10,0.2,-0.9,0,3,4,0.2
CN(C)S(=O)(=O)c1cccc(C(=O)OCC(=O)Nc2ccccc2OC(F)F)c1,14,-27,0,-0.1,5,0.1,0.8,1,1,-10,1.7
CCCc1cc(=O)oc2c3c(cc(OCC(=O)NCC4CCC(C(=O)O)CC4)c12)OC(C)(C)CC3 (stereo unspecified),-15,5,0,-1.1,30,1.5,0.7,-5,-1,-4,1.7
Cc1cc(NC(=O)CSCC(=O)OCC(=O)Nc2cc(C)c(C)cc2[N+](=O)[O-])no1,-6,2,4,0.1,-2,3.8,0.6,20*,6,0,-0.1
O=C(C1=C(O)C(=O)N(CC2CCCO2)C1c1cccnc1)c1ccco1 (stereo unspecified),-3,-11,0,0.9,-7,2.9,-0.8,5,-3,-3,2.4
O=C(O)c1ccc(/C=N/Nc2ccc(Cl)nn2)cc1,5,-5,-1,0.0,-6,7.7,2.5,4,2,-6,-2.1
O=C(CSCc1ccc(Cl)cc1)Nc1ccccc1O,-6,4,-4,-0.2,-18,0.7,-0.2,-5,3,-3,4.3
COc1cc2c(cc1OC)C(SC)=NC1(CCCC1)C2,-2,15,-1,1.0,19,2.4,1.3,-1,0,-5,2.8
Cc1cc(-c2nnc(CCC(=O)N(C)Cc3ccsc3)o2)no1,1,-11,0,0.4,2,2.5,-1.9,3,0,-3,4.3
O=C(COc1ccccc1)NNC(=S)NC(=O)c1ccccc1,3,/,1,-1.1,6,-1.7,-5.8,4,-2,-12,-5.3
COc1ccc(C(=O)c2nc3c(n2O)CCCC3)cc1OC,0,354,-1,-1.8,-37,3.6,2.9,-10,15,6,3.6
